Assay outcomes: PubChem BioAssay, several laboratories
H9c2 protect – modulators protecting cardiomyocytes from myocardial damage; H9c2 cardiomyocytes, H2O2 injury protection, ATPLite, 2 h; protection from H2O2 cell death, % at 20 µM; 360,000 tested, 0.63% active; AID 588492;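 active = compounds giving at least 50% protection of heart cells from peroxide-induced death in the single-dose screen, raw or plate-pattern-corrected value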;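 also: 0% = DMSO wells with peroxide and 100% = DMSO wells without peroxide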
MC4R antag cAMP – blocks human MC4R cAMP signaling; P32245; MC4R-expressing cells, MTII-stimulated cAMP, LANCE TR-FRET; inhibition, % at 6.5 µM; 360,000 tested, 0.48% active;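 active = inhibition above its plate's cutoff, the mean of tested wells on that plate plus 3 SD, cut at about 29% in these data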;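 also: 0% = Melanotan II alone and 100% = Melanotan II plus saturating MCL0020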
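System – human MC4R-expressing U2OS cells · Also added – Melanotan II · Dosing – one concentration, 6.5 µM nominal · Timing – 30-min compound, 1-h challenge, 1-h detection, room temperature · Measured by – Eu-cAMP/anti-cAMP TR-FRET, emission 671 nm · Replicates – singlicate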
ABHD5 PLIN5 PPI – ABHD5-PLIN5 protein interaction inhibition | inhibition, % at 4 µM | Q00G26+Q8WTS1 | Split G. princeps luciferase complementation, luminescence, 4 h | 360,000 tested, 0.78% active;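 active = inhibition above the mean inhibition across every tested compound plus 3 SD, cut at about 22% in these data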;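 also: 0% = DMSO only wells and the 100% control is not disclosed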
ABCB6 inh MLPCN – human ABCB6 transporter inhibition; Q9NP58; K562-ABCB6 porphyrin accumulation, flow cytometry, 1 h; stronger effect = lower value; fluorescence ratio to DMSO, % at 10 µM; 360,000 tested, 0.19% active;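 active = fluorescence ratio to DMSO below 75%, the collection mean minus 3 SD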;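 also: signal is porphyrin accumulated inside mitochondria; 100% equals median channel fluorescence of DMSO control wells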
Target sequence (Q9NP58 whole entry, looked up): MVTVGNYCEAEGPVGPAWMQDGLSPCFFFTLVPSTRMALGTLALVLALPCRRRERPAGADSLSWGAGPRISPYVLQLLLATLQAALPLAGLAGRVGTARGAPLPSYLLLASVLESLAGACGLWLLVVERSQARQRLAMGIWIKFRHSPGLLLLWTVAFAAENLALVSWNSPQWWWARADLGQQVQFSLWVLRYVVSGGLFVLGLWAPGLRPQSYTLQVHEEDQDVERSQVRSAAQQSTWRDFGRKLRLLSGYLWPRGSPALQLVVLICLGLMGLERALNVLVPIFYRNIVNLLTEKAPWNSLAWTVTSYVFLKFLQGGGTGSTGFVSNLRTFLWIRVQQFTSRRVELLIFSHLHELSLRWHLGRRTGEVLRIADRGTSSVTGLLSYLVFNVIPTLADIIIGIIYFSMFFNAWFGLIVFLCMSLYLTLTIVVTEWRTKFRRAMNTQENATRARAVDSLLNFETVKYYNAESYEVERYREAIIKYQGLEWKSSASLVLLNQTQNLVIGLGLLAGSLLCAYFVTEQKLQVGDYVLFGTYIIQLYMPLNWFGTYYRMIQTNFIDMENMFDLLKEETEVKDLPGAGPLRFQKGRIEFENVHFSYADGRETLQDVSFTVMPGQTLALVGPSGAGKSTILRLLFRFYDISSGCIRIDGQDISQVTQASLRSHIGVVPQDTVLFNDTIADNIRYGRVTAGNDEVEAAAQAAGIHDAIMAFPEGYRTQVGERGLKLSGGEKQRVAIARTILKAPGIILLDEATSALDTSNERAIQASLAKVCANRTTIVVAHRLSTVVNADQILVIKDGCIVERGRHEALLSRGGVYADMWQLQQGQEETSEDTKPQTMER
MC4R barr agon – agonists of human melanocortin 4 receptor (MC4R) beta-arrestin; P32245; U2OS MC4R beta-arrestin complementation, luminescence; percent of melanotan II response, DMSO zero; activation, % at 8.9 µM; 360,000 tested, 0.98% active; AID 540308;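 active = activation above a per-plate cutoff, the mean activation of sample wells on that plate plus 3 SD, cut at about 8% in these data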
N-glyco inh – blocks N-linked glycosylation in D54 reporter cells; AID 588692; reporter increase, % at 12.5 µM; D54 ERlucT glycosylation luciferase reporter, 24 h; percent of 100 nM tunicamycin response; 360,000 tested, 0.23% active;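 active = mean luciferase reporter signal, scaled so untreated is 0 and the glycosylation-blocking control 100, at or above a set limit in every replicate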;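 also: luciferase carries N-glycosylation sites so blocking glycosylation raises the light; 0% = median of neutral control wells and 100% = median of 100 nM tunicamycin wells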
m5-HT2A agonist – mouse HTR2A agonism via beta-arrestin recruitment. AID 624169. 360,000 tested, 0.66% active. activation, % at 7.6 µM. CHO-K1 mHTR2A beta-arrestin complementation, luminescence; percent of 30 µM serotonin response;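 active = activation above a run cutoff, the mean activation of all tested compounds plus 3 SD, cut at about 14% in these data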;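 also: 0% = plate median of compound wells and 100% = 30 µM serotonin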
Exocytosis inh – blocks lytic granule exocytosis; AID 651702; TALL-104 LAMP-1 surface exposure, flow cytometry; cells stimulated with thapsigargin and PMA; inhibition, % at 10 µM; 360,000 tested, 0.66% active;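 active = inhibition above about 55%, limit read from the data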
aDG glyco up – alpha-DG glycosylation activation; Pro5-aDG cells, alpha-DG glycosylation AlphaScreen (IIH6); 0% Pro5, 100% B10-LARGE cell signal; activation, % at 10 µM; 360,000 tested, 0.22% active; AID 624168;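 active = activation of at least 8% versus controls, or a plate z-score of at least 8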;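 also: Pro5 are CHO cells carrying HIG-tagged alpha-DG that lacks glycosylation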
iPSC survival up – enhancers of human iPSC single-cell survival | 360,000 tested, 0.044% active | survival enhancement, % at 20 µM | AID 602274 | hiPSC single-cell survival, ATPlite luminescence; 100% = ROCK inhibitor wells, 0% = DMSO; in the data active = survival enhancement above about 18%;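 also: cells exposed to compounds for 16 hours before the ATP read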
Numbers without * were called inactive; . = no result given.

SMILES	H9c2 protect	MC4R antag cAMP	ABHD5 PLIN5 PPI	ABCB6 inh MLPCN	MC4R barr agon	N-glyco inh	m5-HT2A agonist	Exocytosis inh	aDG glyco up	iPSC survival up
O=C(N/N=C/C=C\c1ccc([N+](=O)[O-])cc1)c1cccnc1	10	-11	6	99	-0.7	-2	1	-4	0.1	-0.3
Cc1csc(NC(=O)CSc2nnc(NC(=O)C3CC(=O)N(c4ccccc4)C3)s2)n1 (stereo unspecified)	2	6	0	97	0.9	3	-1	-2	-0.2	3.1
O=C(c1cccc2ccccc12)N1CCN(c2ccc([N+](=O)[O-])c(N3CCOCC3)c2)CC1	-4	8	-9	99	-1.0	1	-1	8	0.6	-0.3
Cc1c(NC(=O)CSc2ccc3c(c2)OCCO3)c(=O)n(-c2ccccc2)n1C	-2	-1	-7	95	-1.2	10	-1	1	-0.3	-1.2
Cc1ccc(C(=O)c2coc3ccc(O)cc23)cc1	-12	-3	3	92	-1.3	-15	-5	4	-0.1	-0.2
Cc1c(CCC(=O)N2CCC(C(=O)O)CC2)c(=O)oc2cc3oc4c(c3cc12)CCCC4	1	8	0	101	-0.2	0	-1	2	0.0	-0.2
CCCn1c(N)cc(=O)n(C)c1=O	3	-5	-4	102	-1.5	0	2	36	-0.2	5.9
CCN(CC(=O)Nc1cccc(F)c1)CC(=O)Nc1ccccc1OC	3	10	-4	101	-1.4	-1	0	11	0.2	1.7
Cc1cc(C)nc(NC(C)(C)C(=O)O)n1	3	10	0	99	-0.5	1	3	-2	-0.3	-0.4
COc1ccc(-c2cc(C(=O)NC(Cc3cc4ccccc4[nH]3)C(=O)O)c(C)o2)cc1OC (stereo unspecified)	4	1	4	95	-1.5	0	-3	-1	-0.2	-0.7
COc1cc(N2CN=c3s/c(=C\c4ccccn4)c(=O)n3C2)cc(OC)c1OC	-2	-1	3	111	-0.7	5	-4	-1	-0.1	-1.6
Cc1cc(Oc2ccc(C(C)(C)C)cc2)nc(N2CCOCC2)n1	-24	5	2	102	1.1	-2	2	1	1.0	-1.0
COc1ccc(-c2nn(-c3ccccc3)cc2C(=O)N/N=C/c2ccc([N+](=O)[O-])o2)cc1	5	5	4	128	-0.4	-7	5	1	-0.6	-0.8
COc1ccc(OC)c(S(=O)(=O)Nc2cnc3ccccc3c2)c1	-1	3	11	101	-0.7	2	0	-1	-0.2	-0.8
Cc1cccc(N2C(=S)NC3c4cc(Cl)ccc4OC2(C)C3C(=O)N(C)C)c1 (stereo unspecified)	39	-1	12	96	-0.1	2	0	3	-0.2	-0.3
Cn1c(CNC(=O)c2cccs2)nnc1SCC(=O)Nc1ccccc1	-3	5	2	105	-0.8	-1	4	12	0.0	1.0
Cc1cc(Nc2ccccc2Br)n2nc(C)nc2n1	-1	1	12	102	0.5	3	4	17	0.6	-2.0
O=C(CN1CCCCCC1)Nc1ccccc1F	-2	8	1	94	-1.0	-1	-4	0	0.1	1.6
CCc1nnc(NC(=O)CN2CCN(Cc3ccc(C)cc3)CC2)s1	4	3	-2	94	2.2	0	0	7	0.1	-0.3
CC(C)C1/C(=N/O)CC(c2ccccc2)NC1c1ccccc1 (stereo unspecified)	12	-2	-2	95	0.8	-2	0	5	-0.1	1.0
O=C(NC1CCN(Cc2ccccc2)CC1)c1cccc(NS(=O)(=O)c2ccc(Br)cc2)c1	-7	5	2	99	-0.7	-2	-11	-2	0.0	0.3
COc1ccc(CCNC(=O)CNC(=O)c2ccc(Br)o2)cc1OC	-2	2	-4	96	-2.7	1	2	-2	-0.1	-0.4
CC(c1ccon1)N(C)Cc1c(C(=O)N(C)Cc2ccccc2)nc2ccccn12 (stereo unspecified)	8	21	7	101	-1.3	2	0	71*	-0.5	-2.0
COC(=O)c1ccc(S(=O)(=O)N2Cc3ccccc3C2)cc1	-6	-4	0	98	-1.4	0	2	0	0.0	-0.4
CCOC(=O)c1c(C)oc2cc(Cl)c(O)c(CN(C)C)c12	-2	7	-8	99	-2.3	0	-1	-3	0.0	-0.3
C=CCn1c(=NC(=O)c2ccccc2[N+](=O)[O-])sc2cc(S(C)(=O)=O)ccc21	10	-4	-2	98	0.9	0	-3	2	-0.1	-1.3
CCc1nc(SCC(=O)N2CCc3cc(OC)c(OC)cc3C2)c(C#N)cc1C	3	16	-4	97	-1.1	1	1	2	0.1	3.3
N#Cc1cccc(Nc2c3c(nc4ccccc24)CCC3)c1	-9	-14	2	92	-1.0	4	-3	-7	0.6	-0.6
O=S1(=O)CCN2C(Cc3ccc(SC(F)F)cc3)=CSC2=N1	1	4	-3	108	2.8	-1	0	5	0.1	-6.1
Cc1cccc(-n2c(C)cc(C)c(C#N)c2=O)c1	0	25	-3	100	-1.9	1	-4	2	0.3	2.0
Cc1ccc(Cn2ncc3c(NCCCN4CCOCC4)ncnc32)cc1	25	6	-3	106	0.5	1	-5	3	0.1	8.0
Cc1[nH]c2ccccc2c1/C=C/C(=O)c1ccccc1	-1	-13	4	129	1.9	5	-5	3	0.1	-0.7
O=C(OCc1cc2ccccc2[nH]c1=O)c1ccccn1	-2	9	0	99	-0.7	1	1	1	0.1	1.0
O=C(CSc1ncn[nH]1)Nc1ccc(S(=O)(=O)N2CCCC2)cc1	0	11	-4	97	0.4	0	1	0	0.3	0.2
O=C(NC(=S)Nc1cccnc1Cl)c1ccc(Cl)cc1	-16	2	-8	100	-2.5	-5	-12	5	0.0	0.1
Cc1ccc(-n2nnnc2SCC(=O)Nc2ccc(N3CCN(C)CC3)cc2)c(C)c1	4	-1	9	97	-1.2	6	-12	18	4.0	-0.2
COC(=O)c1ccc(CSC2=NC[C@@H]3[C@@H]4C(=O)N(C)C(=O)[C@@H]4[C@](C)(C(=O)OC)N23)cc1	2	-3	0	93	-1.7	1	3	-7	-0.1	1.6
CC(C)CCN1CCN(C2CCN(c3ccccc3)CC2)CC1CCO (stereo unspecified)	4	1	-1	103	-2.7	-1	1	0	-0.3	0.6
COc1ccccc1Oc1ccc(Oc2ccccc2OC)cc1	-8	12	-3	93	-1.4	-9	1	3	0.2	-0.6
O=C(c1ccccc1)N1CCC(c2nc3c(nnn3Cc3ccco3)c(=O)[nH]2)CC1	3	-5	8	100	1.1	10	7	-5	0.8	1.5
NS(=O)(=O)c1ccc(Cl)c(C(=O)Nc2ccccc2[N+](=O)[O-])c1	3	-3	0	109	-2.1	6	4	0	-0.2	1.0
CCOc1ncccc1C(=O)OCCCC(=O)c1ccc(Br)cc1	-7	-1	4	89	-2.0	0	4	-3	0.3	0.7
COC(=O)c1ccc(Oc2nc3ccccc3n3c(C)nnc23)cc1	12	15	8	98	0.6	-1	-3	2	0.0	0.1
O=C(Cc1nc2ccccc2[nH]1)c1ccc(Cl)cc1	-4	1	-10	100	-0.1	4	12	9	0.1	-0.6
COc1ccccc1CNC(=O)c1ccccc1OCc1ccc(F)cc1	-1	-7	-3	104	1.2	-2	-6	12	1.9	0.4
CC(C)(C)c1ccccc1NC(=S)NCc1ccccc1	1	6	-4	83	-1.4	-4	-2	-1	0.3	-1.7
CC(C)(C)C(=O)c1c(N)[nH]c(C(=O)c2ccccc2)c1-c1cc2ccccc2nc1Cl	.	.	-7	96	.	.	-1	3	0.2	0.6
CN(C)C(=S)NC(=O)c1cccc(Cl)c1	6	-2	-5	94	-0.1	1	-3	1	0.1	-0.4
CC1=C(C(=O)OC(C)C)C(c2ccccc2Cl)CC(=O)N1 (stereo unspecified)	-5	3	2	83	-0.4	1	3	-3	0.2	-2.8
CC(=O)Nc1ccc(-c2csc(Nc3ccc(S(N)(=O)=O)cc3)n2)cc1	3	18	0	100	1.2	-2	-1	-1	-0.3	0.1
CC12CC3(C)CC(C)(C1)CC(C(N)=O)(C2)C3	0	-2	-2	93	-1.9	2	2	-11	0.1	-0.8
Cc1ccccc1OCC(=O)NNC(=O)c1cc(S(=O)(=O)N(C)C)ccc1N1CCCC1	5	-6	-3	101	-3.3	0	-3	-1	0.2	-0.3
Cn1c(=O)n(C)c2cc(NC(=O)COc3ccc(Cl)cc3)ccc21	-4	3	4	93	-1.9	6	2	-1	0.1	0.4
Cc1ccc(S(=O)(=O)c2nc(NCc3ccc4c(c3)OCO4)sc2Cl)cc1	-18	-4	-3	91	-1.2	-1	-3	11	0.3	-0.9
CCOc1ccc(CCNS(=O)(=O)c2ccc3c(c2)NC(=O)CO3)cc1OCC	-2	8	-9	100	0.6	0	-7	2	-0.3	-0.1
CC(=O)N1CCN(c2ccc(Nc3ncnc4c3oc3ccccc34)cc2)CC1	-12	4	6	101	0.5	2	9	-4	0.6	1.3
O=C(NCCCN1CCOCC1)c1c(O)c2cc(Br)cc(Br)c2[nH]c1=O	1	1	0	136	-1.0	1	-3	-1	-0.2	1.8
CC(C)(C)NC(=O)CN1C(=O)/C(=C/c2ccccc2)SC1=S	6	7	-4	99	-1.9	-1	-3	-1	-0.6	0.0
O=C(NCCc1ccccc1)c1c(O)c2cccc3c2n(c1=O)CC3	0	2	7	96	0.0	4	4	3	-0.3	-2.6
CCn1cc(C(=O)NCc2ccco2)c(=O)c2cc(S(=O)(=O)N3CCc4ccccc4C3)ccc21	13	7	18	89	-4.5	3	-4	3	-0.3	2.6
Next structures
SMILES	H9c2 protect	MC4R antag cAMP	ABHD5 PLIN5 PPI	ABCB6 inh MLPCN	MC4R barr agon	N-glyco inh	m5-HT2A agonist	Exocytosis inh	aDG glyco up	iPSC survival up
CC(C)n1c(-c2ccncc2)n[nH]c1=S	-5	-7	2	87	-0.1	0	9	4	-0.5	-0.8
Clc1ccccc1Cn1nnc(-c2ccccc2)n1	1	-1	-2	94	-1.8	1	1	1	0.0	-1.1
COc1ccc(C(=O)NC(=O)Nc2cc(C)ccn2)cc1	-21	-8	4	103	1.0	-24	0	0	0.3	-2.5
COc1ccc(NC(=O)c2ccc(NCC3CCCO3)c([N+](=O)[O-])c2)cc1 (stereo unspecified)	-1	-4	-3	91	0.2	-3	4	8	-0.2	4.4
O=C(NC1=NCCS1)c1ccc([N+](=O)[O-])cc1Cl	-10	20	-5	97	-0.6	0	-1	1	-0.3	-1.6
COc1cc(NC(=O)c2cc(-c3cccnc3)nc3ccc(Br)cc23)cc(OC)c1	3	3	-1	97	8.2*	1	-2	-28	-0.2	-0.2
Cc1ccccc1N1CCN(C2CCCN(C(=O)c3cn4c(C)cccc4n3)C2)CC1 (stereo unspecified)	3	-1	5	96	-1.5	0	-14	-2	0.0	0.0
COc1ccc(OCc2cc(=O)c3ccc4c(c3o2)C=CC(C)(C)O4)cc1OC	0	4	0	94	0.3	-1	-5	-6	-0.2	2.7
CC(C)C(=O)Nc1nnc(SCC(=O)NCC2CCCO2)s1 (stereo unspecified)	0	-2	-2	88	0.8	2	0	-2	-0.1	0.5
